CHT allo act – human CHT allosteric activation. Q9GZV3. CHT-expressing cells, membrane potential dye, choline EC20; active compounds read high; LV-AA mutant CHT in HEK293 cells. B-score at 10 µM. actives 0.49% (n = 310,000). AID 488977;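 active = initial fluorescence not abnormally high and integrated response B-score, plate-corrected, over 3 SD above library mean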
Target sequence (Q9GZV3 whole entry, looked up): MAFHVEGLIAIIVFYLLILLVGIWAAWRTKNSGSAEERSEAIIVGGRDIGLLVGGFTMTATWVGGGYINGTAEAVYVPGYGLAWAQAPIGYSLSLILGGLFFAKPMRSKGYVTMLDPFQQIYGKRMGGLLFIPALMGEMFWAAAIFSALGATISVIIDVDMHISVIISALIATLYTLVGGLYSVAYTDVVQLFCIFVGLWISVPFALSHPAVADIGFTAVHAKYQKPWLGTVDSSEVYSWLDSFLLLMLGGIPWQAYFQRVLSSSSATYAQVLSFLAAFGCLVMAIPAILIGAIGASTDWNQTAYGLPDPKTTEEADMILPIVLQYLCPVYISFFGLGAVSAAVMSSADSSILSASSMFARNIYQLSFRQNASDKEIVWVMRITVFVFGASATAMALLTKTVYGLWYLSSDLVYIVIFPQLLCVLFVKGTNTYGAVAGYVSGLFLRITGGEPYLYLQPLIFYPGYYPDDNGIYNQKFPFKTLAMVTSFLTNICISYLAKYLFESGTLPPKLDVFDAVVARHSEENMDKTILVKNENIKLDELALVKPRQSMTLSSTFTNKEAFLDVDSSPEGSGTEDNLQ
CHT block – human CHT choline transport inhibition; B-score at 10 µM; CHT-expressing cells, membrane potential dye, choline response; active compounds read low; actives 0.86% (n = 310,000); Q9GZV3;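 active = B-score over 3 SD under the library average, and starting fluorescence ratio not unusually high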;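 note: choline stimulus applied at its EC90 after an EC20 pre-addition; B-score computed on integrated fluorescence ratio after choline addition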
* marks the source's active call; other numbers are inactive results; i = inactive. Outcome played no part in choosing rows, and some 1.4% of all compounds hit somewhere here.

Sample of the layout, 7 compounds:
Values in the order – CHT allo act, CHT block
- COc1nnc(-c2ccc(C)c(S(=O)(=O)NC(C)(C)CO)c2)c2ccccc12
 : i, i
- COc1cc2sc(C)nc2c2sccc12
 : i, i
- Cc1ccc(C(=O)OCC(=O)Nc2ccccc2)cc1NC(=O)c1ccco1
 : i, i
- O=C(NCc1ccccc1Br)C1CCCO1 (stereo not given)
 : i, i
- NN/C(=C\[N+](=O)[O-])Nc1ccccc1
 : i, i
- O=C(CCNc1cc(Cl)cc(Cl)c1)c1ccco1
 : i, i
- O=C(CN1CCc2ccccc2C1)Nc1ccc(OC(F)(F)F)cc1
 : i, i

The whole of this part, previewed entries included:
Values in the order – CHT allo act, CHT block
- COc1nnc(-c2ccc(C)c(S(=O)(=O)NC(C)(C)CO)c2)c2ccccc12
 : i, i
- COc1cc2sc(C)nc2c2sccc12
 : i, i
- Cc1ccc(C(=O)OCC(=O)Nc2ccccc2)cc1NC(=O)c1ccco1
 : i, i
- O=C(NCc1ccccc1Br)C1CCCO1 (stereo not given)
 : i, i
- NN/C(=C\[N+](=O)[O-])Nc1ccccc1
 : i, i
- O=C(CCNc1cc(Cl)cc(Cl)c1)c1ccco1
 : i, i
- O=C(CN1CCc2ccccc2C1)Nc1ccc(OC(F)(F)F)cc1
 : i, i
- O=C(OC(c1ccccc1)c1nccc2ccccc12)c1cc([N+](=O)[O-])cc([N+](=O)[O-])c1 (stereo not given)
 : i, i
- CCOC(=O)C1(Cc2ccccc2C)CCCN(C(=O)c2ccc(OC)o2)C1 (stereo not given)
 : i, i
- COc1ccc(C(=O)Nc2nc(-c3cccs3)c(NC(C)=O)s2)cc1
 : i, i
- Cn1cc(C(=O)c2cccc(Cl)c2Cl)cc1C(=O)O
 : i, i
- Nc1nnc(SCC(=O)OCc2ccc(Cl)c(Cl)c2)s1
 : i, i
- O=C(Nc1cccc(C(=O)N2CCCC2)c1)c1ccccc1
 : i, i
- COc1ccc(CCNC2CC(=O)N(C3CCCCC3)C2=O)cc1OC (stereo not given)
 : i, i
- Cc1ccc(-c2nnc3sc(C4COc5ccccc5O4)nn23)cc1 (stereo not given)
 : i, i
- COc1cccc(/C=N/Nc2ccccc2C(=O)O)c1O
 : i, i
- COc1ccc(N2CCN(C(=O)CCCN3C(=O)c4cccc5cccc(c45)C3=O)CC2)cc1
 : i, i
- C=CCN1C(=O)/C(=c2\sc3nc(=O)c(Cc4ccc(OC)c(OC)c4)nn3c2=O)c2ccccc21
 : i, i
- COc1ccc(CNCc2ccc([N+](=O)[O-])cc2)cc1OC
 : i, i
- CNC(=S)N(Cc1ccc(OC)cc1)C1CC(=O)N(c2ccc(C(=O)OC)cc2)C1=O (stereo not given)
 : i, i
- O=C(/C=C/c1ccccc1)NC(=S)N1CCSCC1
 : i, i
- CCOC(=O)CSc1nnc(CNC(=O)c2ccc(S(=O)(=O)N3CCCCC3)cc2)n1C
 : i, i
- CCn1cnc2cc(NCc3ccccc3Cl)ccc21
 : i, i
- CSc1sc(C(=O)NC(=O)NCc2ccncc2)c(C)c1-c1ccon1
 : i, i
- O=C(N/N=C/c1c[nH]c2ccccc12)c1cccc(O)c1
 : i, i
- O=C1N/C(=N\c2ccccn2)SC1Cc1ccc(Cl)cc1 (stereo not given)
 : i, i
- CCOC(=O)c1ccc(S(=O)(=O)Nc2cc(C(C)(C)C)no2)cc1
 : i, i
- CCC1Sc2ccccc2N(CC(=O)NCc2ccccc2OC)C1=O (stereo not given)
 : i, i
- CCS(=O)(=O)N1Cc2ccccc2CC1C(=O)N(C)Cc1ccc(OC)c(F)c1 (stereo not given)
 : i, i
- c1ccc(-c2noc(CCC3CCCC3)n2)cc1
 : i, i
- COc1ccc(S(=O)(=O)N2CCCCC2)cc1NS(=O)(=O)c1ccccc1F
 : i, i
- Cc1cc(N2C(=O)C(O)=C(C(=O)c3cc4ccccc4o3)C2c2ccc(Br)cc2)no1 (stereo not given)
 : i, i
- Cc1ccc(S(=O)(=O)NC2(C(F)(F)F)NC(=O)N(c3ccccc3F)C2=O)cc1 (stereo not given)
 : i, i
- CC(=O)Nc1nonc1-c1nc2ccccc2n1CC1CC1
 : i, i
- Cc1ccc(C)c(NC(=S)N=Nc2c(O)n(C)c3ccc(S(=O)(=O)N4CCOCC4)cc23)c1
 : i, i
- CCOC(=O)c1c(-c2ccc(C)o2)csc1NC(=O)CN1CCOCC1
 : i, i
- CCCCCCCCCC(=O)N[C@H](CN1CCOCC1)[C@H](O)c1ccccc1
 : i, i
- Cc1ccc(C(=O)Cn2nc(C(=O)O)c3ccccc3c2=O)cc1C
 : i, i
- Cc1ccc(CSCC(=O)N2CCN(c3ccc(F)cc3)CC2)cc1
 : i, i
- CCS(=O)(=O)N1CCN(S(=O)(=O)c2ccc3ccccc3c2)CC1
 : i, i
- COc1cc(NC2c3ccccc3C(=O)N2Cc2ccccc2Cl)cc(OC)c1OC (stereo not given)
 : i, i
- Cc1nnc(NC(=O)/C=C/c2ccco2)s1
 : i, i
- CCOc1nc(C)cc(C)c1S(=O)(=O)c1cccc(Cl)c1
 : i, i
- CCN(CC)c1ccc(NC(=O)COC(=O)CSc2ccc(Br)cc2C)cc1
 : i, i
- O=C(NC1CC1)C1=NOC(CNc2ncc(C(F)(F)F)cc2Cl)C1 (stereo not given)
 : i, i
- COc1ccc(C)cc1C(=O)CCC(=O)NCCc1ccc(S(N)(=O)=O)cc1
 : i, i
- COc1nc(N(C)S(=O)(=O)c2ccc(C)cc2)nc(C)c1Cl
 : i, i
- COC(=O)[C@H](CCSC)NC(=O)NC1CCN(Cc2ccccc2)CC1
 : i, i
- CC(=O)c1cn(-c2ccc(Cl)cc2)c(=O)n(Cc2ccc(Br)cc2)c1=O
 : i, i
- CCC/S(CC1CC1(Cl)Cl)=N\S(=O)(=O)c1ccc(C)cc1 (stereo not given)
 : i, i
- O=C(C1Cc2ccccc2O1)N1CCCCC1 (stereo not given)
 : i, i
- C=CCN(CC=C)C(=S)NC(=O)Cc1cccc2ccccc12
 : i, i
- CC1Cc2ccccc2N1C(=O)COC(=O)c1ccc(S(=O)(=O)N(C)C)cc1 (stereo not given)
 : i, i
- Cc1ccc(/C=C/C(=O)O)cc1S(=O)(=O)N1CCCCC1
 : i, i
- COC(=O)c1sc2nc(C)nc(SCC(=O)N3CCC(C(=O)O)CC3)c2c1C
 : i, i
- COc1ccc(N2CCN(Cc3nc4c(c(=O)[nH]c(=O)n4C)n3Cc3cccc(Cl)c3)CC2)cc1
 : i, i
- Cn1c2ccccc2c(=O)c2c(=O)n(C3CCCCC3)c(-c3ccco3)nc21
 : i, i
- Cc1csc(NC(=O)c2ccc3c(=O)n4c(nc3c2)CCCCC4)n1
 : i, i
- CC(C)(C)NC(=O)NC(=O)CSc1nnc(COc2ccccc2Cl)o1
 : i, i
- COc1ccc(Nc2nc(-c3sc(N)nc3C)cs2)cc1
 : i, i

(more compounds)
Values in the order – CHT allo act, CHT block
- COc1ccc(N(CC(=O)N2CCCCCC2)S(=O)(=O)c2ccc(OC)c(OC)c2)cc1
 : i, i
- Cc1ccc2nc(Cl)c(C3CC(c4ccco4)=NN3S(C)(=O)=O)cc2c1 (stereo not given)
 : i, i
- CC(C)COP(=O)(c1ccc(N(C)C)cc1)C(O)c1ccc(Br)cc1 (stereo not given)
 : i, i
- Cc1cc(=O)n2nc(N3CCC(C(=O)N4CCN(Cc5ccccc5)CC4)CC3)sc2n1
 : i, i
- CCOC(=O)c1cc2oc(C)cc2n1CC(=O)OC1CCCCC1
 : i, i
- COc1ccc(C(=O)NNC(=O)CSc2nnc(C(C)C)n2C)cc1
 : i, i
- OCCCNc1nccc(-c2cc(Nc3cccc(Cl)c3)ncn2)n1
 : i, i
- COC(CNC(=O)c1cc(-c2ccncc2)nc2ccc(S(=O)(=O)N3CCOCC3)cc12)OC
 : i, i
- Cc1ccc(S(=O)(=O)Cn2nnnc2CN2CCN(Cc3ccc4c(c3)OCO4)CC2)cc1
 : i, i
- CCC1(C)Cc2c(C#N)c(N)n(N)c(=S)c2CO1 (stereo not given)
 : i, i
- COc1ccc(CC(=O)Nc2sc3c(c2C#N)CC(C)(C)NC3(C)C)cc1OC
 : i, i
- CC1CCCC(NC(=O)COC(=O)CSc2ccc3ccccc3c2)C1C (stereo not given)
 : i, i
- COc1cccc(NC(=O)C(=S)NC2CCCCC2)c1
 : i, i
- Cc1ccc(-c2csc3nc(-c4ccncc4)[nH]c(=O)c23)cc1
 : i, i
- Cc1cc(Oc2ccc(C)c(Cl)c2)nc(SCC(=O)c2ccccc2)n1
 : 7.17*, i
- c1ccc2c3c(c(CN4CCCCC4)cc2c1)COC3
 : i, i
- OC(CNCc1ccc(Cl)cc1)(c1ccccc1)c1ccc(F)cc1 (stereo not given)
 : i, i
- Cc1cc(C)n(CC(=O)c2cccc(N)c2)n1
 : i, i
- CCOC(=O)c1c(NS(=O)(=O)c2ccc(Br)cc2)sc2c1CCC2
 : i, i
- COc1ccc(CN2CCCC(C(=O)N(C)Cc3ccccc3)C2)cc1OC (stereo not given)
 : i, i
- N/C(Cc1cccc2ccccc12)=N\O
 : i, i
- COc1ccc(NC(=S)N(CCN(C)C)C(C)c2ccco2)cc1Cl (stereo not given)
 : i, i
- Cc1ccc(C)c(Cn2c(O)c(N=NC(=S)Nc3ccccc3F)c3ccccc32)c1
 : i, i
- Cc1c(C(=O)N/N=C/c2ccncc2)no[n+]1[O-]
 : i, i
- COc1ccc(-c2cc(-c3nnc(COC(=O)C4CC4)o3)c3ccccc3n2)cc1OC
 : i, i
- COc1cc2c(cc1OC)C(C)N(C(=O)Cn1ncc3c1-c1ccccc1OC3)CC2 (stereo not given)
 : i, i
- CCC1CCCCN1S(=O)(=O)c1ccc(NC(=O)c2snnc2C)cc1 (stereo not given)
 : i, i
- N#Cc1c(N)sc2c1CCN(CCc1ccccc1)C2
 : i, i
- Cc1cc(-n2c(=O)c(C#N)cc3c(=O)n4ccccc4nc32)no1
 : i, i
- CC(C)N1CC(C(=O)Nc2ccc(S(=O)(=O)N3CCCCC3)cc2)CC1=O (stereo not given)
 : i, i

(list continues)
Structure	CHT allo act	CHT block
COc1ccc(C)cc1NC(=O)CSc1nc(SC)ns1	i	i
CC1CC(C)(C)NC(=S)N1CCCC(=O)Nc1ccc(Cl)cc1 (stereo not given)	i	i
CC(=O)NCC(=O)OC(C)C(=O)Nc1ccc(C(C)=O)cc1 (stereo not given)	i	i
Cc1cc(Cl)c(OCCCn2ccnc2)c(Br)c1	i	i
Cc1ccc(S(=O)(=O)NCc2cc(=O)n(C)c(=O)n2C)cc1C	i	i
O=c1sc2ccccc2n1CCOc1ccccc1	i	i
O=[N+]([O-])c1cc(/C=N/OCc2c(Cl)cccc2Cl)ccc1N1CCOCC1	i	i
COc1ccc(C(c2nnnn2C2CCCC2)N2CCN(C3CCCC3)CC2)cc1OC (stereo not given)	i	i
C=CCNC(=S)Nc1ccc(F)cc1F	i	i
N#Cc1ccc(NC(=S)Nc2ccccc2)cc1	i	i
CC(=O)NS(=O)(=O)c1ccc(Nc2ccc([N+](=O)[O-])c3nonc23)cc1	i	i
N=c1c[n+](-c2ccc(Cl)cc2)[n-]o1	i	i
COc1ccc(NC(C)=O)cc1CP(=O)(c1ccccc1)c1ccccc1	i	i
CCSc1ncc(/C=N/Nc2ccc(F)cc2)n1C	i	i
O=C1COc2ccc(C(=O)COC(=O)c3ccc(S(=O)(=O)C(F)F)cc3)cc2N1	i	i
CC1CC(C)CN(CCOCCSc2ccc(Cl)cc2)C1 (stereo not given)	i	i
Cc1c(NC(=O)c2cccs2)cccc1[N+](=O)[O-]	i	i
CCc1n[nH]c2c1/C(=N\O)CC(C)(C)C2	i	i
COC(=O)c1c(NC(=S)NC(=O)c2ccco2)sc2c1CCCC2	i	i
CCOC(=O)c1cnc(-c2ccccc2)nc1C(F)(F)F	i	i
O=C(NCCSc1c(-c2ccccc2)[nH]c2ccccc12)c1cc2ccccc2oc1=O	i	i
O=C(COC(=O)CC(c1ccccc1)c1ccccc1)NCc1ccc(Cl)cc1	i	i
CCOC(=O)C1=C(C)NC(=O)NC1c1cccnc1 (stereo not given)	i	i
Cc1ccc(OC(C)C(=O)Nc2ccccc2C(=O)NCc2cccnc2)cc1C (stereo not given)	i	i

Whole records from above. Screens in order: CHT allo act, CHT block
Cc1c(NC(=O)c2cccs2)cccc1[N+](=O)[O-] reads i, i
O=C(NCCSc1c(-c2ccccc2)[nH]c2ccccc12)c1cc2ccccc2oc1=O reads i, i

More compounds
Structure	CHT allo act	CHT block
O=C(CCC1CCCCC1)NCCN1C2=NC[C@@H](Cc3ccccc3)N2C[C@H]1Cc1ccc(O)cc1	13.4*	i
CNC(=O)N(O)C1N(NC(=O)Nc2cccc3ccccc23)C(=S)SC1(C)C (stereo not given)	i	i
CCOCCOc1cccc(C(=O)NC(c2ccccc2)C(C)C)c1 (stereo not given)	i	i
Cc1ccc(C2=NNC(C(O)C(O)C(O)C(O)CO)S2)cc1 (stereo not given)	i	i
CCC1(C)N(O)C(C)(C)C(c2ccc(F)cc2)=[N+]1[O-] (stereo not given)	i	i
CC(C)(C)C(=O)COC(=O)c1cccc(NC(=O)c2ccco2)c1	i	i
CCn1cc(/C=N/NS(=O)(=O)c2ccc(C)cc2)c(C)n1	i	i
CC(O)(CC(=O)O)CC(=O)O	i	i
CC(NC(=O)c1ccco1)C(=O)OCC(=O)c1ccc(Cl)s1 (stereo not given)	i	i
Cc1cc(Br)ccc1NC(=O)CNC(=O)Cn1ncc(Cl)c(Cl)c1=O	i	i
COc1ccc(N2C(=O)CC(Sc3n[nH]c(-c4ccccc4)n3)C2=O)cc1 (stereo not given)	i	i
CCOc1cc(C2NC(=O)NC(C)=C2C(C)=O)cc(Cl)c1OCC(=O)O (stereo not given)	i	i
Nc1c(Cl)ncnc1N1CCN(c2ncnc(Cl)c2N)CC1	i	i
CCCOc1ccc(C(=O)Nc2cccnc2)cc1	i	i
CN(CC1CCOCC1)C(=O)c1ccc2nc(Cc3cccc(Cl)c3)oc2c1	i	i
